Screening results (PubChem BioAssay)
Fam108B inh = mouse Fam108B serine hydrolase inhibitors, primary screen, counter-screen for RBBP9 inhibitor project, biochemical, fluorescence polarization; recombinant Fam108B, FP-Rh probe fluorescence polarization; inhibition, % at 9.51 µM; 300,000 compounds, 0.33% hits; AID 1947, 2009;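 active = inhibition above the screen mean inhibition plus 3 SD, computed separately per campaign, cut at about 18% in these data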;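 also: inhibitors lower polarization as less probe binds the enzyme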
BCLXL inh = inhibitors of human Bcl-xL, primary screen, biochemical, fluorescence polarization, HTS. Bcl-2-like protein 1 (Homo sapiens), Q07817. GST-Bcl-xL / FITC-Bim BH3 peptide fluorescence polarization. inhibition, % at 10.9 µM. 320,000 compounds, 0.7% hits. AID 2129, 2009;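 active = inhibition above the mean of all tested compounds plus 3 SD, cutoff set per campaign, cut at about 30% in these data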;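 also: 0% = DMSO wells and 100% = unlabeled Bim-BH3 peptide competitor; inhibitors lower millipolarization by displacing the labeled peptide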
GSTO1 inh = inhibitors of recombinant GSTO1, primary screen, counter-screen for RBBP9 inhibitor project, biochemical, fluorescence polarization; Glutathione S-transferase omega-1 (Homo sapiens), P78417; inhibition, % at 5.96 µM; activity-based probe fluorescence polarization; 300,000 compounds, 1.1% hits;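 active = inhibition above the campaign mean inhibition plus 3 SD, cut at about 35% in these data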;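 also: 0% = GSTO1-1 with DMSO and 100% = wells lacking GSTO1-1 enzyme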
TPT1 inh = Candida albicans TPT1 enzyme inhibitors, primary screen, biochemical, fluorescence polarization; tRNA 2'-phosphotransferase TPT1 (Candida albicans SC5314); recombinant caTPT1, FP RNA substrate dephosphorylation; inhibition, % at 5 µM; 300,000 compounds, 0.81% hits;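 active = inhibition above the mean of all tested compounds plus 3 SD, set per screening campaign, cut at about 24% in these data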;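 also: plate controls were DMSO alone for no effect and ferristatin control at 100 nM for full effect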
PAD4 FP inh = human PAD4 inhibitors, primary screen, biochemical, fluorescence polarization, 1536-well format. recombinant PAD4, RCA probe fluorescence polarization. inhibition, % at 6.36 µM. 330,000 compounds, 0.41% hits. AID 485272, 2010;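 active = percent inhibition above a cutoff equal to the mean of all tested compounds plus 3 SD, cut at about 15% in these data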;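 also: 0% = PAD4 with RCA probe and DMSO and 100% = probe without PAD4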
MCL1-BIM inh = inhibitors of MCL1 binding to BIM-BH3, primary screen, biochemical, fluorescence polarization | inhibition, % at 10.9 µM | 320,000 compounds, 0.68% hits | Induced myeloid leukemia cell differentiation protein Mcl-1 (Homo sapiens), Q07820 | GST-MCL1 / FITC-Bim-BH3 fluorescence polarization | AID 2057, 2009;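 active = inhibition above the mean inhibition of all tested compounds plus 3 SD, set per campaign, cut at about 40% in these data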;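 also: 0% = DMSO wells and 100% = unlabeled Bim-BH3 peptide control; higher means more loss of mP so more displacement of Bim peptide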
Target sequence (Q07820 whole entry, looked up): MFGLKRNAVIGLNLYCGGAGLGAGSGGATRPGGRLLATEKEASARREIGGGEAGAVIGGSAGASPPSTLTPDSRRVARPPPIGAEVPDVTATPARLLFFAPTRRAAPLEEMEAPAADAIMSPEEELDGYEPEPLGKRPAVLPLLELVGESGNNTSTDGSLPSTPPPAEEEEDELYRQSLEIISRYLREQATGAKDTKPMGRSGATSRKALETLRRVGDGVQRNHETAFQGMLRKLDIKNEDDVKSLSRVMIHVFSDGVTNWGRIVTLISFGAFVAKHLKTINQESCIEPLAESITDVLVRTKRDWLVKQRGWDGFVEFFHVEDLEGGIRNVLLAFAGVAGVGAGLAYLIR
GLD-1 RNA inh = GLD-1/TGE RNA complex disruptors, primary screen, biochemical, fluorescence polarization. 320,000 compounds, 0.44% hits. purified GLD-1 + fluorescein TGE RNA. inhibition, % at 5.96 µM;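 active = percent inhibition above a per-plate cutoff, the plate mean of test compounds plus 3 SD, cut at about 30% in these data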;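 also: 0% = DMSO wells with GLD-1 and probe and 100% = wells lacking GLD-1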
MEX-5 binding = MEX-5 zinc finger RNA-binding disruptors – biochemical, C. elegans, fluorescence polarization, MLPCN library, primary screen | 300,000 compounds, 0.38% hits | MEX-5/FITC-TCR2 RNA binding; stronger effect = lower value | Zinc finger protein mex-5 (Caenorhabditis elegans), Q9XUB2 | activity score (negative = inhibition of binding), % at 10 µM;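 active = inhibition past about -25% in most replicates, and total fluorescence under double the plate's negative control median, limit read from the data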;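 also: 0% = DMSO and -100% = 5 µM competing unlabeled TCR2 RNA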
Target sequence (Q9XUB2 whole entry, looked up): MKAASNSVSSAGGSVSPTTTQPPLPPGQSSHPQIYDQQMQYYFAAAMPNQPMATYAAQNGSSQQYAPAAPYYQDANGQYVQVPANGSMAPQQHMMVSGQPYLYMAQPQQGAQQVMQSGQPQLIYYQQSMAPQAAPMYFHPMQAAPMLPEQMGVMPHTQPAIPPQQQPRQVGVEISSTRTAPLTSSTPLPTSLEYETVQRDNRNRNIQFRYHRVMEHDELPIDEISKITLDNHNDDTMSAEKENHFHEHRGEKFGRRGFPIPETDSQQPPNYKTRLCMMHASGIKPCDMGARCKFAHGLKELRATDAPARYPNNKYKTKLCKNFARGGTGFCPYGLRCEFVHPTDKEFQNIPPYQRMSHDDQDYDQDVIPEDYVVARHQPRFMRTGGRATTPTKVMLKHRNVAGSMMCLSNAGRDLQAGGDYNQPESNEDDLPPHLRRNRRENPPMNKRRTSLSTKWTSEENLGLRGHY
PME-1 inh = PME-1 inhibitors via competitive probe labeling, primary screen, biochemical, fluorescence polarization, FP-Rh probe, HTS | Protein phosphatase methylesterase 1 (Homo sapiens), Q9Y570 | recombinant PME-1 | inhibition, % at 5.9 µM | 320,000 compounds, 0.53% hits | AID 2130, 2009;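 active = inhibition above the campaign mean of all compounds plus 3 SD, cut at about 26% in these data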;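 also: competitive labeling of PME-1 active site by serine hydrolase directed probe; 0% = PME-1 with DMSO and 100% = wells lacking PME-1 enzyme; inhibitors block probe labeling so polarization falls and inhibition rises; many of its hits are not listed in these tables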
The depositor's hits bear a star; / = no result given. Some of the compounds tested; count on the stated rates, not on these rows.

entry | structure | Fam108B inh | BCLXL inh | GSTO1 inh | TPT1 inh | PAD4 FP inh | MCL1-BIM inh | GLD-1 RNA inh | MEX-5 binding | PME-1 inh
1 | Cc1cc(C)nc(SCc2ccc(C(=O)NN=C3CCCC3)cc2)n1 | -1.8 | 1.3 | 4.7 | -1.0 | -8.1 | 2.1 | 9.5 | -2.4 | -4.1
2 | CS(=O)(=O)N(CC(=O)NCc1ccc2c(c1)OCO2)C1CCCCC1 | -0.2 | -0.7 | 1.6 | -4.9 | -1.2 | -4.7 | 6.9 | -2.3 | -0.3
3 | O=C(Nc1ccc(Br)cc1)C1CCN(C(=O)c2ccc(F)cc2)CC1 | -2.8 | 1.7 | 5.2 | 1.9 | -1.7 | 10.7 | 0.9 | 2.3 | -3.2
4 | O=S(=O)(NC1CC1)c1ccc(S(=O)(=O)N2CCCC3(CCCCC3)C2)cc1 | -3.9 | -0.8 | -3.1 | -1.0 | -0.1 | 4.1 | 1.8 | -5.3 | -1.0
5 | CCOC(=O)CSC1=C(C#N)C(C)C2=C(CCCC2=O)N1 (stereo not drawn) | 3.8 | 6.4 | -2.0 | -3.0 | -0.4 | 3.8 | -4.6 | 0.7 | 4.9
6 | CC(C)(C)NS(=O)(=O)c1ccc(CCC(=O)N2CCOCC2)cc1 | 4.5 | 9.1 | 7.1 | -10.2 | -0.8 | 9.1 | 1.1 | 0.7 | -4.5
7 | CCCc1nc2sc3c(c2c(=O)n1NC(=O)CCC(=O)O)CCCC3 | 1.2 | 2.4 | 0.3 | -1.2 | -4.0 | 4.5 | 6.0 | 0.2 | 3.7
8 | O=C(COC(=O)CC1c2ccccc2CCN1S(=O)(=O)c1ccc(F)cc1)Nc1ccccc1 (stereo not drawn) | 1.9 | 5.5 | 5.0 | -8.0 | 0.9 | 6.5 | 1.1 | 0.6 | 1.8
9 | C/C(=N\NC(=O)c1cc(C(C)C)[nH]n1)c1ccco1 | 1.3 | -5.3 | -1.4 | -0.7 | 0.6 | -9.8 | 2.9 | 1.5 | 3.7
10 | CCc1nnc(NC(=O)c2ccc3c(=O)n4c(nc3c2)CCCCC4)s1 | -0.8 | 4.0 | -13.4 | -0.7 | 0.1 | 4.3 | -5.6 | -2.7 | 3.4
11 | COc1ccc2c(c1OC)C(=O)N(c1cccc(/C=C/C(=O)O)c1)C2 | 1.1 | 10.5 | 3.9 | 0.1 | 1.5 | 9.6 | 2.6 | 0.3 | 0.3
12 | CCOC(=O)c1c(C)[nH]c(C(=O)COC(=O)CN2C(=O)C3CCCCC3C2=O)c1C (stereo not drawn) | -8.0 | 3.0 | 18.5 | 1.8 | -0.7 | 1.0 | -0.1 | 0.2 | -3.6
13 | CCCCC(=O)NCCc1ccc(OC)cc1 | 0.3 | -3.7 | 6.6 | 1.6 | 0.2 | -9.1 | -12.5 | 4.4 | -1.4
14 | O/N=C/c1cn(-c2ccccc2)nc1-c1ccc2c(c1)OCCO2 | -8.1 | 1.7 | -0.5 | -3.2 | 1.8 | -4.8 | -5.3 | 0.2 | -7.4
15 | COc1cc(SC)ccc1C(=O)Nc1cccc(C)n1 | 5.1 | 0.3 | -1.0 | 1.9 | -0.7 | -0.8 | -5.7 | 2.4 | -11.8
16 | COc1ccc(CNC(=O)C2CCN(S(=O)(=O)c3ccc4c(c3)CC(C)N4C(=O)C3CC3)CC2)cc1 (stereo not drawn) | -0.4 | 1.9 | -0.2 | -2.2 | -3.1 | -2.5 | -6.0 | -0.1 | 1.2
17 | COc1ccc(-c2nn(-c3ccccc3)cc2/C=N/n2cnnc2)cc1OC | -4.3 | 4.8 | -8.7 | -3.3 | 0.2 | -5.0 | 2.5 | 1.1 | -1.7
18 | CCOc1ccc(-c2csc(N)c2C(=O)OC)cc1 | 0.1 | 6.8 | 2.7 | -2.8 | -16.7 | 8.6 | -4.5 | -1.4 | 1.4
19 | COc1ccc(N2C(=O)CS/C2=N\C(=S)Nc2ccccc2)cc1 | -1.0 | 0.3 | 9.3 | -1.4 | -0.9 | 0.6 | 5.2 | 1.8 | -4.6
20 | Cc1nn(C)c(C)c1S(=O)(=O)N1CCC(C(=O)NCCC2=CCCCC2)CC1 | -1.9 | 2.3 | 1.4 | 2.4 | -1.4 | -2.0 | 6.0 | 0.4 | 7.8
21 | CCCN(Cc1nnc(-c2ccccc2Cl)o1)C(=O)COc1ccc(Cl)cc1 | / | -1.3 | / | / | -3.2 | -2.5 | -3.3 | / | 5.6
22 | Cc1cc(C(=O)NNC(=S)NC(=O)/C=C/c2ccccc2Cl)n[nH]1 | -1.8 | 9.7 | 57.9* | -2.8 | -0.3 | 38.8 | -9.3 | -4.4 | 8.8
23 | Cc1c(S(=O)(=O)N2CCc3ccccc3C2)c(=O)n(C)c(=O)n1C | 3.9 | 5.2 | 2.0 | -3.0 | 2.9 | 6.3 | 1.3 | 1.4 | 2.9
24 | COc1cc(OC)cc(C(=O)NC(=S)Nc2nnn(C)n2)c1 | 1.3 | -1.1 | 13.1 | -4.3 | 1.8 | -2.1 | 3.1 | 1.8 | 7.8
25 | CC(C)(C)Nc1c([N+](=O)[O-])c(=O)sc2ccccc12 | -2.1 | -0.7 | 7.6 | 0.2 | -1.5 | -1.3 | -4.2 | 0.4 | 2.5
26 | CCOC(=O)CS(=O)(=O)c1ccc(C(F)(F)F)cn1 | 3.7 | -0.6 | -9.9 | -1.8 | -8.6 | 4.7 | -5.0 | 1.3 | -0.4
27 | Cc1ccc(OCc2cc(C(=O)N(C)CCc3ccccc3)no2)cc1C | 2.0 | 4.4 | 2.0 | 0.4 | 1.9 | 10.1 | 0.5 | -1.6 | 4.7
28 | COc1ccc2[nH]c3c(NCc4ccco4)ncnc3c2c1 | 16.1 | 5.0 | 0.3 | 1.9 | -4.0 | 6.4 | 6.2 | -3.9 | 22.6
29 | CCc1ccc(NC(=O)CSc2ccccn2)cc1 | -2.1 | 4.9 | 8.4 | -2.8 | -1.3 | 8.7 | -1.0 | 2.6 | -1.2

3 compounds already listed, ordered by the number in TPT1 inh, largest number first:
item | smiles | BCLXL inh | TPT1 inh | PAD4 FP inh | MCL1-BIM inh | GLD-1 RNA inh | MEX-5 binding | PME-1 inh
27 | Cc1ccc(OCc2cc(C(=O)N(C)CCc3ccccc3)no2)cc1C | 4.4 | 0.4 | 1.9 | 10.1 | 0.5 | -1.6 | 4.7
26 | CCOC(=O)CS(=O)(=O)c1ccc(C(F)(F)F)cn1 | -0.6 | -1.8 | -8.6 | 4.7 | -5.0 | 1.3 | -0.4
23 | Cc1c(S(=O)(=O)N2CCc3ccccc3C2)c(=O)n(C)c(=O)n1C | 5.2 | -3.0 | 2.9 | 6.3 | 1.3 | 1.4 | 2.9

Of the compounds above, these contain a tert-butyl group.
entry | structure | Fam108B inh | BCLXL inh | GSTO1 inh | TPT1 inh | PAD4 FP inh | MCL1-BIM inh | GLD-1 RNA inh | MEX-5 binding | PME-1 inh
6 | CC(C)(C)NS(=O)(=O)c1ccc(CCC(=O)N2CCOCC2)cc1 | 4.5 | 9.1 | 7.1 | -10.2 | -0.8 | 9.1 | 1.1 | 0.7 | -4.5
25 | CC(C)(C)Nc1c([N+](=O)[O-])c(=O)sc2ccccc12 | -2.1 | -0.7 | 7.6 | 0.2 | -1.5 | -1.3 | -4.2 | 0.4 | 2.5

Structures listed so far that contain a halogen:
entry | structure | Fam108B inh | BCLXL inh | GSTO1 inh | TPT1 inh | PAD4 FP inh | MCL1-BIM inh | GLD-1 RNA inh | MEX-5 binding | PME-1 inh
3 | O=C(Nc1ccc(Br)cc1)C1CCN(C(=O)c2ccc(F)cc2)CC1 | -2.8 | 1.7 | 5.2 | 1.9 | -1.7 | 10.7 | 0.9 | 2.3 | -3.2
8 | O=C(COC(=O)CC1c2ccccc2CCN1S(=O)(=O)c1ccc(F)cc1)Nc1ccccc1 (stereo not drawn) | 1.9 | 5.5 | 5.0 | -8.0 | 0.9 | 6.5 | 1.1 | 0.6 | 1.8
21 | CCCN(Cc1nnc(-c2ccccc2Cl)o1)C(=O)COc1ccc(Cl)cc1 | / | -1.3 | / | / | -3.2 | -2.5 | -3.3 | / | 5.6
22 | Cc1cc(C(=O)NNC(=S)NC(=O)/C=C/c2ccccc2Cl)n[nH]1 | -1.8 | 9.7 | 57.9* | -2.8 | -0.3 | 38.8 | -9.3 | -4.4 | 8.8
26 | CCOC(=O)CS(=O)(=O)c1ccc(C(F)(F)F)cn1 | 3.7 | -0.6 | -9.9 | -1.8 | -8.6 | 4.7 | -5.0 | 1.3 | -0.4
